# esBAF inh – Bmi1 luciferase reporter increase in mESCs, primary screen, esBAF inhibitor project, mouse ES cells, Bmi1 luciferase knock-in, single point | 24 h; 100% = twice the neutral-well signal | reporter increase, % at 12.5 µM | hit rate 2% among 350,000; in the data active = activation above about 40%; inconclusive = no clear call, values can overlap the other calls;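 also: 0% = median of the plate's neutral control wells and 100% = double that signal; a rise in the Bmi1 reporter signal indicates esBAF inhibition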
# E-sel inducer – E-selectin induction in HUVECs, primary screen, imaging, HUVEC, immunofluorescence imaging, single point | activation, % at 7.58 µM | hit rate 0.37% among 260,000 | normalized: neutral wells 0, TNF-alpha wells 100;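 active = mean E-selectin-positive cell signal at least 10% of the positive control, reached in at least 60% of replicates, without over 20% cell loss; inconclusive = no rule given, readout overlaps actives, possibly toxicity-flagged; inactive = the rest, including those meeting only one limit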;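 also: in these data hits start at about 27%; measured in HUVEC primary endothelial cells; signal is the percent of cells scored E-selectin positive by PE staining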
#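 Read-out: % PE-positive cells | Test system: HUVEC | Doses: One compound dose added by pin transfer | Buffer or medium: EGM-2 over gelatin coat | Signal: Immunofluorescence imaging | Benchmarks: TNF-alpha, DMSO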
# S100A4 MyoIIA – inhibitors of S100A4-myosin IIA peptide binding, primary screen, biochemical, fluorescence polarization, TAMRA-MyoIIA peptide; inhibition, % at 10.7 µM; Protein S100-A4 (Homo sapiens), P26447; hit rate 0.14% among 360,000;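 active = mean inhibition of at least 70% across replicates, with every replicate also reaching that level; inconclusive = mean inhibition reaches 70% but some replicates fall short; inactive = mean inhibition below 70%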
# Target sequence (P26447 whole entry, looked up): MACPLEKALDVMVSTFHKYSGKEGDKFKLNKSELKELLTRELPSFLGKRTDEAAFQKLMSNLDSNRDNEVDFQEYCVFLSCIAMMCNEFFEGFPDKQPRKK
#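 System – human S100A4 monomer protein, biochemical binding assay · Buffer or medium – Calcium-containing HEPES buffer, pH 7.2 · Timing – 5 min between mix addition and reading · Also added – TAMRA-labelled myosin IIA heavy-chain peptide probe, 5 nM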
# ERAP1 HTS inh – human ERAP1 aminopeptidase inhibitors, primary screen, biochemical, single point, plate reader; inhibition, % at 10.7 µM; Endoplasmic reticulum aminopeptidase 1 (Homo sapiens), Q9NZ08; hit rate 0.15% among 340,000; recombinant ERAP1, Leu-AMC fluorescence, 60 min;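 active = mean replicate inhibition of at least 30%, or all replicates individually reaching that 30% level; inactive = mean below 30% and not every replicate reaching it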;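 also: 0% = neutral control wells and 100% = L-leucinethiol positive control wells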
# Target sequence (Q9NZ08 whole entry, looked up): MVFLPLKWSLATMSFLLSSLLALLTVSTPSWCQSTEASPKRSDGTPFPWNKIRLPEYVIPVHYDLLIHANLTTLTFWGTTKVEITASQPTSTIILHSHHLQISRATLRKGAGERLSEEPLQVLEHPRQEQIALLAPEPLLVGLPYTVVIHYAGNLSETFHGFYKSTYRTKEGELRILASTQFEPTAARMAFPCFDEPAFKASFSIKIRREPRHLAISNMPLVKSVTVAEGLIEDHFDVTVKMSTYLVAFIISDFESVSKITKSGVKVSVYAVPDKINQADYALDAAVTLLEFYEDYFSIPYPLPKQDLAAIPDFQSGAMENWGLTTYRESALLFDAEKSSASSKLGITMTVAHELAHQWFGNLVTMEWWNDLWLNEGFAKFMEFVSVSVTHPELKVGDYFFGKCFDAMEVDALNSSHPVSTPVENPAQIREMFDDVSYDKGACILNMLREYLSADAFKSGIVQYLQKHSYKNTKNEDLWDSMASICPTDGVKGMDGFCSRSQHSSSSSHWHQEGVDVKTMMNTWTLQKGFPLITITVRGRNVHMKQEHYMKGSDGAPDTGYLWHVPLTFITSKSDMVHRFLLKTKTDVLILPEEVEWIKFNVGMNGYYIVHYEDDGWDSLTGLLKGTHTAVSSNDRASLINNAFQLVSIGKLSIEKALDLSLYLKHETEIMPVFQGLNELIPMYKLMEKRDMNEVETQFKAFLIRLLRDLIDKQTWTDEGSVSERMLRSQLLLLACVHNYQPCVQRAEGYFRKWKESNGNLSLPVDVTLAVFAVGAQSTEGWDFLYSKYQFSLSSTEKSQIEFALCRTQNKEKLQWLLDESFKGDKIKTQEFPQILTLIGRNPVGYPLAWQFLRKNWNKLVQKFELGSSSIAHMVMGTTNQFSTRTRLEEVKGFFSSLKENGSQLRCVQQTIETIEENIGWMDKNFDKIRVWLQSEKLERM
# RAD52 inh – RAD52 DNA annealing inhibitors, primary screen, biochemical, FRET, single point, set 2; DNA repair protein RAD52 homolog (Homo sapiens), P43351; recombinant RAD52 DNA annealing, FRET fluorescence; inhibition, % at 18.7 µM; hit rate 0.46% among 360,000; AID 651710, 2012;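 active = every replicate showing at least 50% inhibition; inconclusive = mean inhibition at least 50% but not in every replicate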
# XiGFP reactiv – activators of inactive X chromosome reactivation, primary screen, imaging, XiGFP fibroblasts, GFP high-content imaging, set 2. XiGFP mouse fibroblasts, % GFP-positive cells imaging, 3 d; cells co-treated with 5-aza-dC sensitizer; scaled so ellipticine positive control = 100%. activation, % at 7.58 µM. hit rate 0.055% among 360,000;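 active = mean normalized replicate activation at least 10% and every replicate at or above 10%; inconclusive = only one of the two criteria met; inactive = mean below 10% and not all replicates reach 10%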;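 also: 0% = median of on-plate neutral control wells and 100% = ellipticine 6 µM median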
#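 Assay system – SV40-immortalized XiGFP fibroblast cells, line 68-5-11 · Buffer or medium – DMEM supplemented with 5-aza-dC as sensitizing agent · Dosing – one concentration, pinned · Benchmarks – positive control ellipticine, 6 µM final · Times – 3 days compound exposure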
# ERp5 inh – inhibitors of ERp5-driven insulin aggregation, primary screen, biochemical, turbidity, absorbance 650 nm, single point; Protein disulfide-isomerase A6 (Homo sapiens), Q15084; 90 min; inhibition, % at 9.99 µM; hit rate 0.05% among 350,000; AID 651711, 2012;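 active = mean replicate inhibition above about 25%, with every replicate also reaching it, limit read from the data, passing the limit was not always enough; inconclusive = only one of those two criteria met; inactive = neither criterion met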
# RAD54 branch – inhibitors of human RAD54 branch migration, primary screen, biochemical, fluorescence, single point. RAD54 Holliday junction branch migration, FAM/BHQ fluorescence. inhibition, % at 10.4 µM. hit rate 0.14% among 360,000. AID 602329, 2012;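 active = mean normalized replicate activity at least 40 and at least half of replicates scoring 40 or more; inconclusive = only one of the two criteria met; inactive = mean below 40 and under half of replicates reaching 40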;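 also: 0% = median of neutral control wells and 100% = median of positive control wells; inhibitors cause a drop in the FAM fluorescence signal; in these data hits start at about 50%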
# * marks the source's active call; other numbers are inactive results; ? = inconclusive; . = not tested or not shown.
SMILES,esBAF inh,E-sel inducer,S100A4 MyoIIA,ERAP1 HTS inh,RAD52 inh,XiGFP reactiv,ERp5 inh,RAD54 branch
COc1cc2c(c(OC)c1)C(c1cccc(OC)c1OC)CC(=O)N2 (configuration not stated),-6,-1.3,-3,2,-5,0.0,5,-3
C[C@H](O)C#Cc1cnc2c(c1)C(=O)N([C@@H](C)CO)C[C@@H](C)[C@@H](CN(C)C(=O)Cc1ccccn1)O2,-2,-0.1,8,0,-45,0.8,1,-6
O=C(c1ccncc1)N1CCN(CCc2ccccc2)CC1,2,.,-6,4,-17,0.1,5,-8
COc1ccc2c3c(n(C)c2c1)[C@@H](CO)NCC31CN(CC2CC2)C1,.,0.6,-8,-1,56*,0.2,-2,.
CC(C)CNC(=O)c1cc(=O)[nH]c2ccc(S(=O)(=O)Nc3ccc(F)cc3)cc12,1,.,-3,1,-8,0.0,-4,-13
CC(C)C1C(=O)N(Cc2cn(CCC3OCCCO3)nn2)CCS(=O)(=O)N1Cc1ccc(-c2ccc(Cl)nc2)cc1 (configuration not stated),?,-0.4,14,6,-2,0.1,-1,-2
COC(=O)c1ccc(/C=N/NC(=O)C2CC(=O)N(c3ccc(OC)cc3)C2)cc1 (configuration not stated),6,0.2,-1,1,1,0.0,1,-10
O=C(Nc1ccc(S(=O)(=O)NCC2CCCO2)cc1)c1cccc(F)c1 (configuration not stated),10,.,-6,0,-9,0.1,1,10
O=S(=O)(c1ccccc1)N1CC[C@@H]2[C@H](CO)Nc3ccc(C#Cc4ccccc4F)cc3[C@@H]21,3,0.0,-7,-2,-23,0.3,3,0
CSc1ccc(CN2CCC2(C)C(=O)NCc2ccccc2Br)cc1 (configuration not stated),-11,-0.1,2,-1,6,-0.1,1,-11
O=C(O)CC1(CC(=O)NCc2cc(F)cc3c2OCOC3)CCCCC1,.,2.8,10,-1,2,0.1,0,3
NC(Cc1c[nH]c2ccccc12)C(=O)NCc1ccccc1 (configuration not stated),-7,0.1,2,-2,-115,-0.1,1,5
Cc1c(C(=O)N2CCCCC2)c(S(=O)(=O)N2CCC(C)CC2)c(C)n1C,-2,.,6,1,9,0.0,-1,9
CC(C)NC(=O)Nc1cccc2c1O[C@H](CN(C)Cc1ccccc1)[C@H](C)CN([C@@H](C)CO)C2=O,-2,0.0,6,-2,6,-1.0,0,9
O=C(NCCCn1ccnc1)c1csc2ccccc12,10,.,7,-1,-7,.,-1,-3
C[C@H]1CCCCO[C@H](CN(C)CC2CCCCC2)[C@@H](C)CN([C@@H](C)CO)C(=O)c2cc(NC(=O)C3CCCCC3)ccc2O1,-8,1.2,24,2,0,-1.2,-1,7
COc1cccc(NC(=O)c2ccc(OC(F)(F)F)cc2)c1,72*,42*,10,-2,-22,0.0,-4,1
COc1ccc(S(=O)(=O)Nc2ccccc2C(=O)N2CCOCC2)cc1Br,.,-0.1,-2,1,-2,0.0,0,-10
C[C@@H]1CN([C@@H](C)CO)C(=O)Cc2cc(NS(C)(=O)=O)ccc2O[C@@H]1CN(C)Cc1ccncc1,2,4.9,2,.,19,-0.1,-18,-4
Cn1c(=O)c2sccc2n(Cc2ccc(Br)cc2)c1=O,8,0.0,-9,0,0,-0.1,-2,1
Cc1noc(C(=O)Nc2cccnc2)c1Cl,-9,0.5,1,0,23,0.0,1,-2
CCOC(=O)N1CCC(N2CCCC(C(=O)c3cc(F)ccc3OC)C2)CC1 (configuration not stated),.,.,1,2,0,0.2,-5,.
CC1CCN(CCC(=O)N2CCCc3c2c(=O)oc2ccc(O)cc32)CC1,-7,.,-3,3,-2,.,8,9
CO[C@H]1CN(C)C(=O)c2cc(NC(=O)c3nc4ccccc4s3)ccc2OC[C@@H](C)N(Cc2cccnc2)C[C@H]1C,18,0.1,-28,-5,8,0.1,3,-13
O=C(c1ccc(S(=O)(=O)Nc2ccccc2F)cc1)N1CCCC1,-1,.,-3,1,9,0.1,-2,-4
CN(C)CCN1C(=O)c2ccccc2C1=O,-3,0.0,-1,.,7,0.1,1,9
O=C(CN(CC1CCCO1)C(=O)CNS(=O)(=O)c1ccc(F)cc1)NC1CCCCC1 (configuration not stated),-2,.,0,-1,-8,0.2,2,0
O=Cc1cccc(Oc2ncccn2)c1,3,.,-15,-1,-17,0.6,0,0
Cc1cc(C)c(OCC(O)CN2CCN(c3ccccn3)CC2)c(C)c1 (configuration not stated),4,.,0,-3,-5,0.4,2,5
Cc1ccccc1NC(=O)COC(=O)CNC(=O)c1sc2ccccc2c1Cl,.,.,14,7,-4,0.1,2,.
NC(=O)c1ccsc1NC(=O)COC(=O)c1ccccn1,-2,.,4,1,-29,-0.1,1,3
CCCNC(=O)N1C[C@H](C)[C@@H](OC)CN(C)C(=O)c2cc(NS(=O)(=O)CC(F)(F)F)ccc2OC[C@H]1C,-4,-0.1,9,1,-14,0.0,1,-8
CNc1ncnc2c1ncn2-c1ccccc1,.,1.2,2,0,-8,0.1,6,.
C[C@@H]1CN([C@H](C)CO)C(=O)c2cccc(NC(=O)Nc3ccc(C(F)(F)F)cc3)c2O[C@@H]1CN(C)S(=O)(=O)c1cn(C)cn1,9,0.0,-5,0,-8,0.3,-1,-5
Cc1noc(C)c1NC(=O)Nc1ccc2c(c1)C(=O)N([C@@H](C)CO)C[C@@H](C)[C@@H](CN(C)C(=O)C1CCCCC1)OCCCC[C@H](C)O2,-1,-0.2,-4,-2,4,0.1,-5,-7
COc1ccc(N(CC(=O)N/N=C/c2ccc(OC)cc2OC)S(=O)(=O)c2ccccc2)cc1,11,0.1,-2,-2,4,0.1,0,3
CCNC(=O)c1cc2c(c(-c3cccc(-c4cccc(C(=O)N(C)C)c4)c3)n1)[C@H](CCO)N([S@@](=O)C(C)(C)C)C2,4,0.3,-28,0,-14,0.4,1,3
CC(C)CC1NC(=O)c2cc3ccccc3cc2-n2c1nc1cc(Cl)ccc1c2=O (configuration not stated),11,1.0,3,.,-17,0.0,-2,-9
CN(C)C(=O)[C@H]1[C@H](CO)[C@H]2Cn3c(ccc(-c4cncnc4)c3=O)[C@H]2N1Cc1ccccc1F,-5,0.2,3,-3,0,0.1,-4,-12
CC(=O)c1ccc(N2CCN(C(=O)CCCn3c(=O)[nH]c4ccsc4c3=O)CC2)cc1,3,0.6,1,2,-9,0.0,5,3
CSC(=S)N/N=C/c1ccc(Br)cc1,.,.,-1,4,-12,0.0,-1,.
CC(=O)N1[C@@H](CO)[C@@H](c2ccccc2)C12CN(Cc1nccs1)C2,.,-0.3,1,-3,-3,0.0,4,.
CCc1ccc(Nc2cnn(C34CC5CC(CC(CC(=O)O)(C5)C3)C4)c(=O)c2Cl)cc1,5,.,-4,-5,-10,0.0,0,7
O=C(NC1CCCCC1)C(c1ccc(F)cc1)N(CCCN1CCOCC1)C(=O)c1ccc(CN2CCOCC2)o1 (configuration not stated),-7,.,0,-4,-2,0.0,0,-4
COc1ccc(S(=O)(=O)N2CCOCC2)cc1NC(=O)CN1CCN(C)CC1,1,.,-3,2,0,0.2,0,.

# One compound at a time, from the list above:
# CC(=O)c1ccc(N2CCN(C(=O)CCCn3c(=O)[nH]c4ccsc4c3=O)CC2)cc1 as listed: esBAF inh = 3; E-sel inducer = 0.6; S100A4 MyoIIA = 1; ERAP1 HTS inh = 2; RAD52 inh = -9; XiGFP reactiv = 0.0; ERp5 inh = 5; RAD54 branch = 3
# CSC(=S)N/N=C/c1ccc(Br)cc1 as listed: esBAF inh = .; E-sel inducer = .; S100A4 MyoIIA = -1; ERAP1 HTS inh = 4; RAD52 inh = -12; XiGFP reactiv = 0.0; ERp5 inh = -1; RAD54 branch = .

# (list continues)
SMILES,esBAF inh,E-sel inducer,S100A4 MyoIIA,ERAP1 HTS inh,RAD52 inh,XiGFP reactiv,ERp5 inh,RAD54 branch
C[C@@H]1CCCCO[C@@H](CN(C)C(=O)Nc2ccc3c(c2)OCO3)[C@H](C)CN([C@H](C)CO)C(=O)c2cc(NC(=O)CCC(F)(F)F)ccc2O1,12,-0.1,6,3,-1,-0.9,-4,1
COc1ccc(CCC(=O)OCC(=O)NCc2ccccc2)cc1,-7,.,-4,-1,-10,0.4,2,-18
Cc1cc(C)n2c(SCC(=O)Nc3ccc(F)cc3)nnc2n1,.,-0.3,0,.,-7,.,3,-7
O=C(c1ccc2ccccc2c1)N1CCOCC1,6,-0.4,-2,0,-8,0.2,-3,-2
Cc1ccccc1CC1SC(N)=NC1=O (configuration not stated),-3,.,1,-1,-1,-0.2,1,-1
O=C(c1ccccn1)N1C[C@H]2[C@@H](c3ccccc31)[C@H](CO)N2C(=O)c1ccccn1,-1,0.2,.,.,.,-0.1,.,1
COc1ccc(-n2nc(C(=O)NCC(=O)NC3CCCCCC3)c3ccccc3c2=O)c(OC)c1,7,.,-2,1,-8,0.1,7,-1
CCOC(=O)C1CCC(=O)C1 (configuration not stated),.,.,2,0,-8,0.0,-1,-8
O=[N+]([O-])c1cc2c(c([N+](=O)[O-])c1)Nc1ccccc1O2,-16,0.0,-2,2,-1,0.1,1,10
NC(=S)c1c(Cl)cc(C(F)(F)F)cc1Cl,-10,.,4,1,-2,0.0,1,0
O=C(Cn1cnc2ccccc21)N/N=C/c1ccc([N+](=O)[O-])cc1,.,0.1,-3,-1,-8,0.2,0,.
Cn1nc(C(F)(F)F)c(-c2ccc(F)cc2)c1NC(=O)CSCC(=O)O,.,.,-1,-2,-9,0.0,.,.
Cc1cc(C)c(C)c(S(=O)(=O)N2CCC(C(=O)NC3=NCCS3)CC2)c1C,-1,0.3,-1,-3,-61,0.3,4,-4
Cc1cc(C)c(S(C)(=O)=O)c(NN)n1,.,1.6,-3,-10,-3,0.0,1,.
COc1ccc(/C=C2\N=C3CCCN3C2=O)cc1,.,-1.2,-23,5,-14,0.0,-3,4
Cc1ccc(C(=O)NC(=S)Nc2ccc(N3CCOCC3)cc2)cc1,6,0.0,11,-3,-24,0.0,2,16
NNC(=O)c1ccc(Cl)cc1Cl,.,.,-2,0,-4,0.2,-7,.
CN1CCN(C(=S)c2cn(CCOc3ccccc3)c3ccccc23)CC1,.,.,1,-2,-9,0.0,1,.
O=C(OCC(=O)N1CCOCC1)c1ccc(O)cc1,4,0.5,-4,2,-4,0.2,16,-4
C[C@H](CO)N1C[C@H](C)[C@@H](CN(C)C(=O)NC2CCCCC2)Oc2ccc(NC(=O)Nc3ccc(F)cc3)cc2CC1=O,4,-0.1,-12,3,-4,0.0,-2,-4
O=C(NNC(=O)c1cc(-c2ccc(Br)cc2)nc2ccccc12)c1csc(N2CCOCC2)n1,8,1.1,6,0,-18,0.4,2,-6

# High-throughput results: PubChem BioAssay, Broad Institute
